Assay outcomes deposited in PubChem by several laboratories.
Rad51 HR inh – Rad51 (human) homologous recombination inhibition. 200,000 compounds, 0.085% hits. inhibition, % at 10 µM. hRad51 DNA strand exchange, fluorescence dequenching. Q06609;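 active = inhibition above 40% at the single screening dose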;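 also: 0% = DMSO control wells and 100% = blanks with heterologous ssDNA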
Target sequence (Q06609 whole entry, looked up): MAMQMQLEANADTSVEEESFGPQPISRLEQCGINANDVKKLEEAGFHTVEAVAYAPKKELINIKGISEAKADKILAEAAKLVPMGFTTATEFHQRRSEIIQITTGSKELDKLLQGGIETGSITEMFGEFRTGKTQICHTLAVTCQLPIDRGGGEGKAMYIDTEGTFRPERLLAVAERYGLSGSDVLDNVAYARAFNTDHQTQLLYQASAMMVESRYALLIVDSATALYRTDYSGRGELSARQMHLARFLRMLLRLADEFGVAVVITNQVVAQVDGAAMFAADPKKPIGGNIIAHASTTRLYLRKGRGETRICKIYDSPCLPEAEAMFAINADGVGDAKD
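material = hRad51 filaments on single-stranded DNA | timing = filaments 15 min 37 °C, then compound 30 min | signal = FRET fluorescence dequenching, excitation 485 nm, emission 520 nm | benchmarks = control wells and blank wells on each plate | evaluation = percent inhibition relative to plate controls and blanks | compound = 10 µM final, single point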
KLK5 inh – blocks human kallikrein 5 protease activity; recombinant hK5, fluorogenic AMC substrate cleavage; inhibition, % at 5 µM; AID 873; Q9Y337; 210,000 compounds, 0.59% hits;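 active = inhibition of 40% or more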;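 also: 0% = enzyme controls without compound and 100% = no-enzyme blanks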
FXIa inh – inhibitors of human coagulation factor XIa; inhibition, % at 5 µM; 220,000 compounds, 0.14% hits; purified FXIa, Boc-Glu-Ala-Arg-AMC fluorogenic substrate; P03951;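 active = inhibition of at least 40%; inactive = inhibition below 40%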;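 also: fluorescence of freed AMC excited at 355 nm; 0% = enzyme without compound and 100% = no enzyme blank; many of its hits are not listed in these tables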
p97 inhibitor – inhibitors of human p97 ATPase. AID 1481. 220,000 compounds, 0.42% hits. recombinant p97 ATPase, Kinase-Glo ATP luminescence, 3 h. inhibition, % at 8 µM; in the data active = inhibition above about 15%;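 also: 0% = DMSO vehicle and 100% = wells lacking enzyme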
Wee1 degr inh – blocks degradation of human Wee1 kinase. HeLa Luc-Wee1K328M stability, luciferase luminescence; 100% = proteasome inhibitor MG132 effect. reporter increase, % at 5 µM. 220,000 compounds, 1.2% hits. AID 1321;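 active = activation above the mean of all tested compounds plus 3 SD, set per screening run, cut at about 8.8% in these data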;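 also: cells exposed to compound for 20 h before luminescence read; 0% = DMSO alone and 100% = MG132 at 30 µM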
eIF4E 4G PPI – eIF4E/eIF4G interaction inhibition in translation initiation | P63073+Q04637 | TR-FRET eIF4E-eIF4GI(517-606) binding, 2 h | inhibition, % at 21.7 µM | 220,000 compounds, 0.37% hits | AID 782;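 active = inhibition above about 30%, limit read from the data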;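 also: 0% = full FRET control wells and 100% = background wells lacking eIF4GI fragment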
14-3-3 Bad inh – disrupts binding of bovine 14-3-3 zeta to phospho-Bad peptide | TR-FRET 14-3-3zeta/Dy647-pBad peptide displacement, 1 h | inhibition, % at 21.7 µM | 220,000 compounds, 0.71% hits | AID 781;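 active = inhibition above about 70%, limit read from the data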;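 also: 0% = full 14-3-3 plus peptide FRET controls and 100% = background without 14-3-3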
FXIIa inh 1536 – inhibitors of human coagulation factor XIIa | 220,000 compounds, 0.3% hits | inhibition, % at 5 µM | AID 800 | P00748 | purified FXIIa, Boc-QGR-AMC fluorogenic substrate, 2 h; in the data active = inhibition above about 40%;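 also: 0% = enzyme with no compound and 100% = blank without enzyme; many of its hits are not listed in these tables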
Target sequence (P00748 20-372 limits assumed): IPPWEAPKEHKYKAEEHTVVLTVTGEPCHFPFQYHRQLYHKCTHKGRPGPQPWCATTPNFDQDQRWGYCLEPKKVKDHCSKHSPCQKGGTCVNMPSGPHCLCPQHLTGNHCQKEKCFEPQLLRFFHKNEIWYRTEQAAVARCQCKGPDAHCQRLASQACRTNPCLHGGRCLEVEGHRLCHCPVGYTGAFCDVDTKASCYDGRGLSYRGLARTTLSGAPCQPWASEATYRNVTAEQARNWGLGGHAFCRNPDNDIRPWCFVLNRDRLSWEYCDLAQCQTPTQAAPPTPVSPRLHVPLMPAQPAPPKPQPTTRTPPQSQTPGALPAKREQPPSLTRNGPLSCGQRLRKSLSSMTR
Target sequence (P00748 373-615 limits assumed): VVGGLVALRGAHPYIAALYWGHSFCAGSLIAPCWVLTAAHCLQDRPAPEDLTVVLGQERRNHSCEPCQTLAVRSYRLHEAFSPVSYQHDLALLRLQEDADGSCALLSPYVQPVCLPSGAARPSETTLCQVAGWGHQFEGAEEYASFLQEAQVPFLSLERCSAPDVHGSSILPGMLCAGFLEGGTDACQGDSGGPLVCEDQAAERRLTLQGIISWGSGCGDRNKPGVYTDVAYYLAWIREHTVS
Mdm2 ligase inh – inhibitors of human Mdm2 E3 ubiquitin ligase | cell-based MDM2 ubiquitination luciferase reporter, 2 h; 0 = plate control, 100 = twice control, blank-subtracted | signal enhancement, % at 5 µM | Q00987 | 210,000 compounds, 0.11% hits;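 active = signal enhancement of 30% or more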;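 also: luminescence tracks abundance of the self-degrading MDM2-luciferase fusion protein; higher signal means inhibition of MDM2 E3 ligase activity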
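Material: Stable MDM2–luciferase fusion reporter cells | Amount: 2000 cells seeded into each well | Dosing: One concentration, 5 µM, with 0.2% DMSO | Incubation: 4 h cell settling then 2 h compound exposure, 37 °C | Measured by: Luciferase luminescence | Read-out basis: % enhancement relative to plate controls after blank subtraction | Benchmarks: Control and blank well means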
The depositor's hits bear a star; nt = no result given; [ ] = dose if it differs, or a comment. Rows were taken by chance (roughly 3.5% active in at least one column).

Start of the listing, in advance, two compounds:
Molecule,Rad51 HR inh,KLK5 inh,FXIa inh,p97 inhibitor,Wee1 degr inh,eIF4E 4G PPI,14-3-3 Bad inh,FXIIa inh 1536,Mdm2 ligase inh
C/C(=N\NC(=O)CC#N)c1cc2ccccc2oc1=O,nt,0,0,-1,-1,3,-10,6,-4
CC(C)c1ccccc1NC(=O)c1ccco1,-1,5,6,5,-2,-4[fluorescence artefact?],-8,9,-6

The whole of this part, previewed entries included:
Molecule,Rad51 HR inh,KLK5 inh,FXIa inh,p97 inhibitor,Wee1 degr inh,eIF4E 4G PPI,14-3-3 Bad inh,FXIIa inh 1536,Mdm2 ligase inh
C/C(=N\NC(=O)CC#N)c1cc2ccccc2oc1=O,nt,0,0,-1,-1,3,-10,6,-4
CC(C)c1ccccc1NC(=O)c1ccco1,-1,5,6,5,-2,-4[fluorescence artefact?],-8,9,-6
Cc1cc(C)n(-c2ccc(C(=O)Nc3ccc(C)c(S(=O)(=O)N(C)C)c3)cc2)n1,nt,0,2,-1,7,-4[fluorescence artefact?],11,3,-16
CCCn1c(/N=C/c2cc(OC)ccc2O)nc2ccccc21,-3,-3,4,-6,-1,5[fluorescence artefact?],-4,21,0
COc1ccc(NC(=O)CN2CCN(C(=O)c3ccco3)CC2)c(OC)c1,-7,5,-2,0,3,4[fluorescence artefact?],-3,5,-6
CSc1ncc(Cl)c(C(=O)Nc2ccccc2Cl)n1,-8,-5,0,6,4,1[fluorescence artefact?],-2[fluorescence artefact?],7,-8
O=C(Nc1ccc(Cl)cc1)Nc1nnc(-c2ccncc2)s1,0,-42,2,7,-2,13,48,11,-20
O=C1NC(C(=O)O)=CC(c2ccc([N+](=O)[O-])cc2)N1 (stereo not drawn),12,-14,-1,7,-1,4,4,5,-16
COc1cc(OC)c(C2Oc3nc(SC)nnc3-c3ccccc3N2C(C)=O)cc1OC (stereo not drawn),-5,-12,2,6,1,2,7,12,-5
CCn1nc(C(=O)N2CCc3ccccc3C2)c2ccccc2c1=O,0,-7,-2,-2,-2,4,-9[fluorescence artefact?],9,-12
O=C(Nc1ccc(Cl)cc1)NC1CCCCC1Cc1ccco1 (stereo not drawn),-2,5,6,1,1,-3[fluorescence artefact?],8,3,5
CC1(C)CC(=O)C2=C(C1)NC1=C(C(=O)c3ccccc31)C2c1ccc(O)cc1 (stereo not drawn),4,-10,6,11,1,21[fluorescence artefact?],-20,8,-8
COc1ccccc1CCN1C(=S)NC(C)(C)CC1(C)O (stereo not drawn),5,-13,2,-3,-3,0[fluorescence artefact?],-12[fluorescence artefact?],4,1
Cc1cccc(C(=O)NNC(=O)CN2C(=O)c3ccccc3C2=O)c1,1,8,13,13,8,3[fluorescence artefact?],12,2,-5
CCOC(=O)c1c(C)n(CC(O)c2ccccc2)c2ccc(O)cc12 (stereo not drawn),-1,4,-1,3,-1,8[fluorescence artefact?],18,0,-13
CCn1ncc(C2=NOC(C(=O)N3CCC(C(N)=O)CC3)C2)c1C (stereo not drawn),nt,-9,-5,nt,nt,1,-4,-1,1
CCOC(=O)Cc1cc(=O)[nH]c(Nc2nc3ccccc3o2)n1,-3,-193,-6,-3,-1,4,-2,-5,-11
CCC(C)(C)n1nnnc1CN1CCC(c2nc3ccc(C)cc3[nH]2)CC1,0,-24,-8,0,1,-12,-5,6,-11
COc1ccccc1C1CC(c2ccc(Cl)cc2)Nc2nc(N)nn21 (stereo not drawn),-4,-6,-4,8,2,0,-11,3,-10
Cc1c(NS(=O)(=O)c2cccc(C(=O)NCc3ccccc3)c2)c(=O)n(-c2ccccc2)n1C,nt,-2,4,-5,0,-10[fluorescence artefact?],0[fluorescence artefact?],11,-4
CCOC(=O)c1nn(-c2ccccc2)c(C#N)c1N,-2,-2,-6,0,-1,-1,-9,nt,3
COc1ccccc1C/C(N)=N/OC(=O)COc1cccc(C)c1C,13,-19,-2,-1,6,-4,-9,-6,-12
CCOC(=O)C(=NC1CCS(=O)(=O)C1)NNc1ccccc1Cl (stereo not drawn),5,7,4,-6,2,-2,-2,15,nt
COc1cc(Cl)c(C)cc1NC(=O)Cc1ccc(OC)c(OC)c1,-3,8,2,-7,-2,-4,2,nt,-5
COc1ccc(OCc2nc3ccccc3[nH]2)cc1,-4,-1,-3,-10,7,-8,-4,12,2
Cc1ccc(CNC(=O)CCS(=O)(=O)c2cccc3nsnc23)cc1,1,1,2,-3,0,16[fluorescence artefact?],-7[fluorescence artefact?],19,5
C=C(C)Cn1c(C)cc(C)c(S(=O)(=O)c2ccccc2C)c1=O,0,-21,3,-1,-3,-1[fluorescence artefact?],9[fluorescence artefact?],-16,-6
CC(NC(=O)COc1cccc(Br)c1)C(=O)O (stereo not drawn),nt,-9,20,3,1,1,7,26,-44
C/C(O)=C\c1nc2ccccc2oc1=O,1,-43,11,-4,3,3,-5,16,-8
Cc1ccsc1/C=N/NC(=O)c1ccc(Cn2cc(Br)cn2)o1,25,-8,-2,-5,3,-4[fluorescence artefact?],4,10,-8
Cc1ccc(CN2CCN(Cc3cn(C)nc3-c3ccccc3)CC2CCO)o1 (stereo not drawn),nt,12,1,2,2,0,-16,6,-3
CCCCNC(=O)C1CCN(c2nc(OC)nc(OC)n2)CC1,6,-7,5,-2,3,-1[fluorescence artefact?],-5,13,6
CC(=O)Oc1ccc(C(=O)Nc2ccccc2C(=O)N2CCCCC2)cc1,-6,nt,0,2,-2,0,-9,5,-7
O=C(CSc1ccc(-c2cccc([N+](=O)[O-])c2)nn1)NC1CCCC1,-16,1,7,-6,0,0,6,8,4
COc1ccc(CCNC(=O)COc2ccc(-c3ccc(C#N)cc3)cc2)cc1,-7,-8,-2,1,1,4,12[fluorescence artefact?],5,-12
O=C(NC1CC2CCCC(C1)N2C(=O)NC1CCCCC1)c1ccc(F)cc1 (stereo not drawn),3,-10,-2,-6,3,-6,0,19,-4
CCOC(=O)c1c(C)[nH]c(C)c1C(=O)COC(=O)/C=C/c1cccc(Cl)c1,21,-3,7,-7,2,3,7,14,-20
O=C(O)c1cc(Cl)c(Cl)cc1C(=O)N1CCOCC1,-4,-7,8,6,-1,-1,2,11,1
COc1ccccc1Nc1nc(N)nc(CN2CCCCC2)n1,2,-15,-4,-2,4,2,5,8,-10
COc1ccccc1NC(=O)C1=C(C)NC(SCC(=O)c2ccc(C)cc2)=C(C#N)C1c1ccco1 (stereo not drawn),nt,-8,1,4,1,-24[fluorescence artefact?],-23[fluorescence artefact?],9,-26
CN1CCN(c2ccc([N+](=O)[O-])cc2/C=N/NC(=O)c2cccc([N+](=O)[O-])c2)CC1,15,-9,6,0,-1,-1,-4,11,-5
CC1CCCCN1c1ncnc(N)c1[N+](=O)[O-] (stereo not drawn),6,-4,-3,-2,-1,2,-7,8,-19
C=CCc1c(NCCO)nc(C)[nH]c1=O,18,4,-3,6,2,-4,-15,4,-3
COc1ccccc1N1CCN(CC(=O)Nc2cccc(F)c2)CC1,-3,-7,-4,-2,-1,0[fluorescence artefact?],5[fluorescence artefact?],8,0
COCCCNC(=O)C12CCC(C)(C(=O)C1)C2(C)C (stereo not drawn),1,-11,-2,-5,1,4[fluorescence artefact?],0[fluorescence artefact?],6,-6
CC1OC(OC2C(OC3C(O[C@H]4CC[C@]5(C)C6C=C[C@]78OC[C@@]9(CC[C@@H](C)[C@H](C)C97)[C@H](O)C[C@@]8(C)[C@]6(C)CC[C@H]5C4(C)C)OC(C)C(O)C3O)OC(CO)C(O)C2O)C(O)C(O)C1O (stereo partly drawn),nt,-1,-1,nt,nt,56*,1,3,-8
Fc1ccccc1-c1nc2ncccc2o1,0,-7,-4,2,-2,2,-7,3,-9
O=c1c(S(=O)(=O)c2ccc(Cl)cc2)cn(Cc2ccccc2F)c2ccc(F)cc12,-3,-6,6,6,0,2,-4,8,0
Cc1nc(C(=O)N(C)C)nn1-c1cc(Cl)ccc1Cl,6,-19,-1,3,0,-8,-1,-12,-8
N#Cc1cc(C(=O)c2cc(F)ccc2O)cn(Cc2ccccc2)c1=O,13,-5,-9,1,1,-2,-17,-4,1
COc1cc(-c2noc(CCC(N)=O)n2)cc(OC)c1OC,-2,-29,-2,-2,-1,-10,-3,10,0
Cc1ccc(NCCC(=O)c2ccc(Cl)cc2)cc1C,-5,47*,4,-3,-1,0[fluorescence artefact?],-9,13,-9
Oc1oc(-c2ccccc2)nc1C=Nc1ccccc1,1,4,-15,3,0,-1[fluorescence artefact?],12[fluorescence artefact?],-6,-21
N#Cc1nc(Cc2cccc3ccccc23)oc1NCC1CCCO1 (stereo not drawn),-7,-6,3,-7,5,6[fluorescence artefact?],4,15,-7
C/C(=N\NC(=O)c1ccc(Br)cc1)C1C(=O)c2ccccc2C1=O,9,0,12,-2,2,-2[fluorescence artefact?],23[fluorescence artefact?],20,4
O=C(Cn1ncnn1)OCc1ccccc1Cl,-1,-4,7,0,0,0,-2,16,-9
Cc1cccc(N(C(=O)Cn2nnc3ccccc32)C(C(=O)NC(C)(C)C)c2ccsc2)c1 (stereo not drawn),8,-4,2,0,-2,6,7,9,3
COCCN(CCOC)c1ncnc2c1cnn2-c1ccccc1,-3,0,2,nt,nt,-23,-3,8,-4
Cc1cc(C)cc(-n2c(C)cc(/C=N/NC(=O)CSc3ncccn3)c2C)c1,-2,-4,-1,-6,2,-2,15,4,-26
